PKM2 activator – qHTS Assay for Activators of Human Muscle isoform 2 Pyruvate Kinase; purified PKM2, Kinase-Glo ATP luminescence, activation; response scale: 0% is enzyme alone, no compound; Potency, µM (highest dose often 57.5 µM), inactives show top-dose activation, usual class: activators; actives 0.34% (n = 260,000); AID 1631, 2009; note: potency is the fitted concentration of half-maximal effect; nearly all actives have a fitted effect of over 55% in size
Target sequence (P14618 whole entry, looked up, canonical isoform): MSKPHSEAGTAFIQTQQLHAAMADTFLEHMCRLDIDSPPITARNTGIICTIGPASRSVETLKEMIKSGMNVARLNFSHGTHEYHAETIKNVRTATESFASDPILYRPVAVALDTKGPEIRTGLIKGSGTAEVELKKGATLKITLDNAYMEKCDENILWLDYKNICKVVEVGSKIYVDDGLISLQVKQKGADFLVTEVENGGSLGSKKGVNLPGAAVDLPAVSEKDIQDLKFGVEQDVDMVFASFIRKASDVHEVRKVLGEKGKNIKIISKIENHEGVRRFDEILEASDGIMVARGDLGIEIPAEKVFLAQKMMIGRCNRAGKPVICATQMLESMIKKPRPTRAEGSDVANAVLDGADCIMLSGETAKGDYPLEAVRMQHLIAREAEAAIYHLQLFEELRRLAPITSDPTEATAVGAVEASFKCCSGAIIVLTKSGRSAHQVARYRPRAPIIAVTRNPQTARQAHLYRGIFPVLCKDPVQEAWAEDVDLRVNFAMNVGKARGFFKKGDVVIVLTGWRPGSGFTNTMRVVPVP
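Purified hPK-M2 (>95%) run at intermediate activity with 0.1 mM ADP and 0.5 mM PEP in 50 mM imidazole pH 7.2, KCl, MgCl2; 1 h room temperature. ATP formed read by Kinase-Glo luminescence; normalized to uninhibited and no-enzyme controls.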
uPA generation – qHTS for Inhibitors of Cell Surface uPA Generation | AID 540303, 2011 | Potency, µM (top dose mostly 38.3 µM), without a hit: top-dose activity change, negative = inhibition, most hits filed as inhibitors | actives 0.31% (n = 330,000) | cell surface uPA generation assay, qHTS; active = well fitted inhibition curve with a large enough effect; inconclusive = small, poorly fitted or top-dose-only effect; inactive = no such curve, though single readings can be large or run the other way; tested in mouse RAW 264.7 cells; note: potency is the fitted concentration of half-maximal effect; nearly all actives have a fitted effect of over 55% in size
Eya2 inh – qHTS Assay for Inhibitors of the Phosphatase Activity of Eya2; actives 0.006% (n = 330,000); Potency, µM (titrated, usually from 76.9 µM), inactives show at the highest dose activity, negative = inhibition, actives largely listed as inhibitors; recombinant Eya2, OMFP fluorescence dephosphorylation (OMFP is methylfluorescein phosphate); AID 488837, 2010; Protein phosphatase EYA2 (Homo sapiens), O00167; note: potency is the fitted concentration of half-maximal effect
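Eya2 protein (added as 0.2 uM solution) was preincubated with compound for 10 min at ambient temperature in 50 mM HEPES pH 7.5, 50 mM NaCl, 5 uM MgCl2, 0.05% BSA, 1 mM DTT. OMFP (added at 50 uM) then reacted 10 min; fluorescence read at 485/525 nm.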
B2AR arrestin – qHTS assay of beta-arrestin-biased ligands of beta2-adrenergic receptor. Beta-2 adrenergic receptor (Homo sapiens), P07550. beta-arrestin recruitment to beta2AR, cell-based reporter. Potency, µM (series often up to 46.1 µM), inactives show at the highest dose activation, hits mostly activators. actives 0.02% (n = 330,000);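 note: potency is the fitted concentration of half-maximal effect; 0% = DMSO controls and full agonism = EC100 isoproterenol or metaproterenol; nearly all actives have a fitted effect of over 65% in size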
USP2a inh – qHTS Assay for Inhibitors of Ubiquitin-specific Protease USP2a Using CHOP2 as the Reporter. AID 463254, 2010. actives 0.01% (n = 330,000). Potency, µM (top dose mostly 38.3 µM), for inactives: at the highest dose activity change, negative = inhibition, usual class: inhibitors. USP2 core, Ub-CHOP2 coupled fluorogenic reporter, 485/531. Ubiquitin carboxyl-terminal hydrolase 2 (Homo sapiens), O75604;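 note: potency is the fitted concentration of half-maximal effect; plate controls were DMSO wells for no effect and full inhibition by NEM control for full effect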
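Cell-free coupled assay: 10nM USP2 core preincubated 30min RT with compound in Tris-HCl pH 8.0/CaCl2/CHAPS buffer, then 25nM Ub-CHOP2 and 25nM reporter substrate; fluorescence (Ex 485/Em 531) read after 60min RT, normalized to NEM inhibition, concentration-response curves fitted.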
KCNH2 WT inh – qHTS for Inhibitors of KCHN2 3.1: Wildtype qHTS. U2OS, BacMam KCNH2, thallium flux FluxOr; active compounds read low. activity change, % at 1.84 µM. actives 0.37% (n = 340,000);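 active = maximum activity change below -70%; inconclusive = maximum activity change between -70% and -50%; inactive = maximum activity change above -50%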
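U2OS cells transduced with wild-type KCNH2 virus are loaded with FluxOr dye for 45 min, and thallium flux is measured in kinetic reads before and after stimulation buffer. Rate constants are normalized to DMSO controls.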
Giardia killer – Small Molecules that selectively kill Giardia lamblia: qHTS | actives 0.15% (n = 340,000) | activity change, % at 7.66 µM, hits read low | Giardia lamblia trophozoite viability; in the data active = activity change below about -80%; inconclusive = between about -30% and that limit;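 note: parasites exposed to compound for two days anaerobically before the ATP read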
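Compounds were tested on trophozoites seeded at 100 cells/well and held 48 hrs at 37 deg C anaerobically. An ATP-based luminescent kit measured the remaining live cells.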
Coupling enz – qHTS Assay for Inhibitors of Fructose-1,6-bisphosphate Aldolase from Giardia Lamblia: Coupling assay counterscreen; coupling enzyme system counterscreen, AmpLite Red fluorescence; activity change, negative = inhibition, % at 58.2 µM, hits read low; actives 0.67% (n = 290,000); AID 2472, 2010; in the data active = activity change below about -30%
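Coupling enzymes only (glyceraldehyde-3-phosphate) + compound, at 57.5 uM final, 10 min RT; add substrate/coupling/AmpLite Red mix, 20 min RT; fluorescence ex 525/em 598 nm. Actives flag coupling-system interference.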
KCNH2 3.1 block – qHTS for Inhibitors of KCHN2 3.1: Mutant qHTS; U2OS KCNH2 3.1, thallium flux FluxOr; active compounds read low; actives 0.95% (n = 340,000); AID 720553, 2013; activity change, % (tested at about 1.8 µM);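 active = maximum activity change below -70%; inconclusive = maximum activity change from -70% to -50%; inactive = maximum activity change above -50%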;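 note: thallium influx rate constant from kinetic fluorescence after stimulation buffer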
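Normalized rate constant (relative to positive and negative DMSO controls) derived from a 2 min kinetic fluorescence read after stimulation; U2OS cells expressing the 3.1 isoform via virus at 1.77 x 10^8 /mL.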
BCR signal inh – qHTS Assay to Find Inhibitors of Chronic Active B-Cell Receptor Signaling; ABC-DLBCL IkBa-CBG/CBR reporter, luminescence ratio, 4 h; Potency, µM (doses to about 46.1 µM), for inactives: top-dose ratio change, negative = lower green/red ratio, most hits filed as inhibitors; actives 0.05% (n = 340,000); active = well fitted inhibition curve with a large enough effect in the signal ratio, with a control signal flat, not every such curve was filed as active; inconclusive = small, poorly fitted or top-dose-only effect, or effect the other way, or a change in a side signal; the % refers to the signal ratio;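 note: potency is the fitted concentration of half-maximal effect; plate controls were basal doxycycline-induced cells for no effect and cells given 10 µM MG132 for full effect; MG132 reads +100%, hits lower the ratio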
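TMD8 ABC-DLBCL cells carrying doxycycline-inducible green luciferase fused to IkappaBalpha plus unfused red luciferase were exposed to compounds (up to 46 uM) for 4 hrs at 37C. Activity came from the overlap-corrected green/red luminescence ratio.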
GALK inh – qHTS Assay for Inhibitors of Human Galactokinase (GALK); P51570; Purified GALK, Kinase-Glo residual ATP luminescence; Potency, µM (doses to about 57.5 µM), for the others: top-dose activity change, negative = inhibition, usual class: inhibitors; actives 0.007% (n = 270,000); note: potency is the fitted concentration of half-maximal effect
Target sequence (P51570 whole entry, looked up): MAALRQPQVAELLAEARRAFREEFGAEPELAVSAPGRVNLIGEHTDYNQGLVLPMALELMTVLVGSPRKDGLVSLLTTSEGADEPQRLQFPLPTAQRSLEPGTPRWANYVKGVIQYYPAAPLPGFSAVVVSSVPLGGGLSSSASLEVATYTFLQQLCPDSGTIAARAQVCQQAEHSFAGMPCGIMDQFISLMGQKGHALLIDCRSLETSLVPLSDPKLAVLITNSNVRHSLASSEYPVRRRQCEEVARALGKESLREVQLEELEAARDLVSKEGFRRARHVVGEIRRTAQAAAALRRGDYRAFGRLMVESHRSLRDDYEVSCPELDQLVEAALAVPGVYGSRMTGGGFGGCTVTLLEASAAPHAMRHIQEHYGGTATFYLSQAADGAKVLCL
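Galactose (100 uM) and ATP (35 uM) were turned over by 5 nM GALK for 1 h at RT. Kinase-Glo Plus then converted the remaining ATP into a luminescent signal.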
* marks the source's active call; other numbers are inactive results; ? = inconclusive; . = no result given; [ ] = remark or other dose. Unless noted, calls come from the whole dose curve; as a rule, active = well fitted curve in the direction sought with a large enough effect; inconclusive = small, poorly fitted or top-dose-only effect, or another doubt; inactive = no such curve, though single readings can be large; an effect the other way counts as inactive or inconclusive. Unless noted, % is set by controls: 0 for no effect and ±100 for the full control effect.

smiles	KCNH2 3.1 block	KCNH2 WT inh	GALK inh	Coupling enz	B2AR arrestin	uPA generation	USP2a inh	BCR signal inh	PKM2 activator	Giardia killer	Eya2 inh
Cn1c(CNc2ccc(Cl)cc2)nnc1SCC#N	19	5	1%	0	0.2%	3%	1%	-10%	-2%	-2	2%
CC(=O)c1ccc(NC(=O)Nc2ccc([N+](=O)[O-])cc2)cc1	-18	3	-2%	0	-0.3%	0%	1%	2%	1%	8	-13%
O=S(CC1CC1(Cl)Cl)CC1CC1(Cl)Cl (stereo not given)	0	-33	0%	4	0.0%	10%	5%	-1%	2%	7	0%
CCOCCCNCc1ccc(OCc2ccccc2C)c(OC)c1	-32	22	8%	0	0.2%	?	0%	?	2%	3	-2%
C=CCOc1ccc(/C=N/NC(=O)c2c(C)nc3ccc(Cl)cn23)cc1	6	-2	-2%	-5	-0.5%	0%	-1%	0%	2%	-7	11%
CC(=O)Oc1ccc(/C=N/NC(=O)CCSc2ccccc2)cc1	-13	-6	-3%	5	-0.9%	-3%	-1%	17%	-1%	33[activator]	4%
CC(C)N(C(=O)NC(=O)Nc1ccc(S(=O)(=O)N2CCCC2)cc1)S(C)(=O)=O	6	9	10%	0	0.3%	20%	-2%	-1%	-5%	6	-10%
CCN1C(=O)/C(=C/c2cccs2)N(C)C1=S	-3	0	-2%	5	-1.8%	-3%	-2%	7%	-3%	6	-11%
COc1ccc(C(=O)COC(=O)C(CCSC)NS(=O)(=O)c2ccc(Cl)cc2)cc1 (stereo not given)	-25	-19	1%	0	-0.2%	0%	-2%	-1%	13%	-23	-7%
O=C(Nc1ccccc1N1CCOCC1)c1cccc(F)c1	-7	8	0%	-1	-0.4%	-5%	-8%	17%	-8%	-16	4%
CNS(=O)(=O)c1cccc(C(=O)OC2CCCCC2=O)c1 (stereo not given)	-11	4	-5%	1	-0.3%	4%	-1%	2%	-3%	-2	23%
COc1cc(-c2noc(C3CCCN(C(=O)c4c(F)cccc4F)C3)n2)cc(OC)c1OC (stereo not given)	-9	6	1%	2	-0.4%	13%	0%	?	-3%	-6	-4%
O=C(CN1CCN(Cc2ccccc2)CC1)NCc1ccc(Cl)cc1	-38	48	-3%	1	-1.2%	-2%	0%	0%	-5%	3	2%
Cc1ccnc(N/N=C/c2ccccc2)n1	-14	2	2%	-1	-0.5%	-11%	2%	?	-36%	-2	1%
COc1ccc(C(=O)Nc2ccncc2)cc1OC	-3	-1	-3%	-1	0.1%	-29%	1%	-13%	-30%	5	7%
Cc1cc(C)n(-c2nc3ccccc3nc2N2CCN(C(=O)c3ccccc3)CC2)n1	.	-16	0%	-1	-0.9%	-3%	0%	?	7%	-6	5%
O=C(COc1ccc(-c2nnco2)cc1)Nc1c(F)cccc1F	2	-2	.	.	-0.4%	-1%	0%	?	.	2	-1%
Cc1ccc(NC(=O)c2cccc(S(=O)(=O)N3CCN(c4ccc(F)cc4)CC3)c2)nc1	-29	-5	7%	.	-0.6%	-9%	-3%	4%	-5%	-6	-8%
O=C(c1ccc(C#CC2(O)CCCCC2)cc1)N1CCN(C(c2ccccc2)c2ccccc2)CC1	3	1	-2%	-3	0.5%	6%	-3%	0%	7%	23	-35%
O=C(Nc1ccc2c(c1)OCCO2)C1CCN(c2ncccn2)CC1	-12	3	2%	0	0.4%	-2%	-1%	1%	-3%	13	-4%

Quoted at random: 6 records from the list
smiles	KCNH2 3.1 block	KCNH2 WT inh	GALK inh	Coupling enz	B2AR arrestin	uPA generation	USP2a inh	BCR signal inh	PKM2 activator	Giardia killer	Eya2 inh
O=C(COc1ccc(-c2nnco2)cc1)Nc1c(F)cccc1F	2	-2	.	.	-0.4%	-1%	0%	?	.	2	-1%
Cc1cc(C)n(-c2nc3ccccc3nc2N2CCN(C(=O)c3ccccc3)CC2)n1	.	-16	0%	-1	-0.9%	-3%	0%	?	7%	-6	5%
Cc1ccnc(N/N=C/c2ccccc2)n1	-14	2	2%	-1	-0.5%	-11%	2%	?	-36%	-2	1%
CC(=O)Oc1ccc(/C=N/NC(=O)CCSc2ccccc2)cc1	-13	-6	-3%	5	-0.9%	-3%	-1%	17%	-1%	33[activator]	4%
O=S(CC1CC1(Cl)Cl)CC1CC1(Cl)Cl (stereo not given)	0	-33	0%	4	0.0%	10%	5%	-1%	2%	7	0%
O=C(c1ccc(C#CC2(O)CCCCC2)cc1)N1CCN(C(c2ccccc2)c2ccccc2)CC1	3	1	-2%	-3	0.5%	6%	-3%	0%	7%	23	-35%

Additional results follow:
smiles	KCNH2 3.1 block	KCNH2 WT inh	GALK inh	Coupling enz	B2AR arrestin	uPA generation	USP2a inh	BCR signal inh	PKM2 activator	Giardia killer	Eya2 inh
Fc1ccccc1-c1nc(N2CCCCC2)c2ccccc2n1	0	2	0%	2	-1.3%	0%	5%	15%	-1%	7	-5%
COC(=O)C1=CN(Cc2cccs2)C=C(C(=O)OC)C1c1ccc(OC)cc1OC	10	16	1%	-2	-0.1%	1%	-6%	4%	0%	15	1%
Cc1cc(C)cc(C(=O)Nc2ccc(N3CCCC3)cc2)c1	-3	-27	2%	1	-0.1%	-4%	?	-18%	-6%	0	1%
Nc1ccc(Br)c2cccnc12	-18	-3	-1%	-25	0.1%	-1%	-1%	0%	1%	13	-3%
Cc1ccc(NC(=S)NC(=O)c2ccc(F)cc2)cc1S(=O)(=O)Nc1cccc(Cl)c1	-32	-5	1%	2	-0.3%	-16%	-14%	?	13%	1	0%
COc1ccc(NC(=O)C2CCN(S(=O)(=O)c3cccc4nonc34)CC2)cc1	-7	-4	-2%	-1	0.2%	-2%	-1%	9%	5%	-3	-5%
CCC(C)NC(=O)c1cc(-c2ccc3c(c2)OCO3)on1 (stereo not given)	21	5	1%	-2	-0.3%	-11%	2%	?	.	7	-14%
CCOC(=O)CCn1c2nc(C)cc(C)c2c(=O)n1-c1ccccc1	13	-4	1%	3	0.5%	0%	0%	1%	2%	-7	11%
CCOc1ccc(C2C(C(=O)O)CCC(=O)N2C2CCCCC2)cc1 (stereo not given)	-3	9	-3%	7	-0.4%	-5%	11%	2%	-2%	-14	3%
COc1cc(C(=O)NCC(=O)N/N=C/c2ccc(-c3ccc([N+](=O)[O-])cc3)o2)cc(OC)c1OC	9	3	-5%	7	-0.6%	-5%	-2%	-14%	-1%	-13	0%
CCOC(=O)N1CCN(C(=O)CCn2nc(-c3ccccc3)ccc2=O)CC1	0	9	3%	0	1.0%	-3%	2%	-2%	-9%	8	-2%
C=CCn1cc(CN2CCC(C(=O)Nc3cccc(-c4cccc(Cl)c4)c3)CC2)c(C)n1	-93*	-99*	3%	1	0.1%	-24%	-5%	?	.	-11	-20%
Cc1nc(N2C(=O)C(=O)/C(=C(/O)c3ccccc3)C2c2ccco2)sc1C (stereo not given)	24	6	1%	0	-1.1%	1%	0%	-6%	7%	18	-4%
CCCc1nnc(-c2ccc(OC)cc2)o1	-1	1	3%	2	1.8%	3%	1%	?	0%	5	4%
COC(=O)c1cnc(SCc2ccc([N+](=O)[O-])cc2)n1C	-38	-5	.	1	0.2%	-2%	1%	-4%	5%	-21	-20%
